ABHD4 inh = ABHD4 inhibitors, primary screen, biochemical, fluorescence polarization, mouse | (Lyso)-N-acylphosphatidylethanolamine lipase (Mus musculus), Q8VD66 | purified mABHD4, FP-Rh probe fluorescence polarization | inhibition, % at 8.92 µM | 0.54% of 370,000 active;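 active = inhibition exceeding the mean over every tested compound plus 3 SD, cut at about 30% in these data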;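 also: 0% = plate median of compound wells and 100% = S159A mutant with DMSO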
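Material: mouse ABHD4 enzyme, wild type; Benchmarks: S159A mutant high control, sample median low control; Buffer or medium: HEPES pH 7.0, NaCl, Pluronic buffer; Signal: fluorescence polarization; Read-out: percent inhibition of probe binding, normalized to plate controls; Timing: pre-incubation 45 min, probe exposure 60 min, at 25 °C; Dosing: 8.92 µM, single dose.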
rCAG binder = binders of r(CAG) RNA repeats, primary screen, biochemical, fluorescence; AID 651821, 2012; inhibition, % at 3 µM; 1.3% of 370,000 active; r(CAG) RNA repeat, TO-PRO-1 dye displacement fluorescence;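 active = inhibition above the plate cutoff, the mean of all test compounds on that plate plus 3 SD, cut at about 35% in these data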;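 also: 0% = DMSO alone and 100% = 100 µM mitoxantrone as full dye displacement; higher means more dye released from RNA so lower well fluorescence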
PRMT1 inh = PRMT1 methyltransferase inhibitors, primary screen, biochemical, fluorescence polarization; inhibition, % at 2.79 µM; 1.3% of 370,000 active; Protein arginine N-methyltransferase 1 (Homo sapiens), Q99873; recombinant PRMT1, activity-based probe fluorescence polarization; AID 652257, 2013;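 active = inhibition above about 21% made by adding two undisclosed values, limit read from the data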
MBD2 DNA inh = inhibitors of MBD2 binding to methylated DNA, primary screen, biochemical, TR-FRET, DNA-binding domain, human; Methyl-CpG-binding domain protein 2 (Homo sapiens), Q9UBB5; MBD2 binding to methylated oligonucleotide; inhibition, % at 4.4 µM; 0.31% of 370,000 active; AID 686964, 2013; in the data active = inhibition above about 13%
Target sequence (Q9UBB5 whole entry, looked up, the tested form may be a part): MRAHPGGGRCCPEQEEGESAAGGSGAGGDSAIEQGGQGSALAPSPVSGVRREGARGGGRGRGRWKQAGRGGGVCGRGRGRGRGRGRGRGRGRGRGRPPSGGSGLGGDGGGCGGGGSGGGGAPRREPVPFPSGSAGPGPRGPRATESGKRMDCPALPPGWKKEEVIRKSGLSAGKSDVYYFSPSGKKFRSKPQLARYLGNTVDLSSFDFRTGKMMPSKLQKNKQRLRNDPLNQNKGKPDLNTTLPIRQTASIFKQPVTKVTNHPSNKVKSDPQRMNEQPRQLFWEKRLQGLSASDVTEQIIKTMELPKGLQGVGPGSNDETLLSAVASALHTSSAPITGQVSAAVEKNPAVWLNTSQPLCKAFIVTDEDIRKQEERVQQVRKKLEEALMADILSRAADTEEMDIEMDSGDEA
TCR CD3 inh = inhibitors of human TCR-CD3 interaction, primary screen, biochemical, fluorescence, TAMRA-labeled TCR probe; T-cell receptor (TCR); inhibition, % at 9.4 µM; 0.37% of 360,000 active; in the data active = inhibition above about 19%;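 also: recombinant mutant TCR 2C K166C tagged with TAMRA read by polarization; 0% = receptor in buffer alone and 100% = receptor with positive control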
Rev-erbA mod = modulators of Rev-erb alpha DNA binding, primary screen, biochemical, FITC-DNA, fluorescence polarization, uHTS; Nuclear receptor subfamily 1 group D member 1 (Homo sapiens), P20393; Rev-erbα–FITC-DNA binding, 90 min; activity, % at 10 µM; 0.79% of 370,000 active;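 active = activity above about 14%, limit read from the data; passing the limit was not always enough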;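 also: 0% = DMSO wells with 35 nM protein and 100% = DMSO wells with 750 nM protein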
LEDGF integ inh = blockers of LEDGF/p75-dependent integrase strand transfer – biochemical, TR-FRET, high throughput, primary screen; HIV-1 integrase (with human LEDGF/p75); TR-FRET IN-LEDGF/p75 DNA integration, Eu/Cy5; inhibition, % at 3.7 µM; 0.64% of 370,000 active; AID 743269, 2014;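 active = inhibition above the screen-wide mean plus 3 SD, cut at about 13% in these data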;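 also: signal is the Cy5 over europium emission ratio at 671 and 618 nm; 0% = plate median of compound wells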
PG9 binder = binders of HIV-1 gp120 antibody PG9, primary screen, biochemical, TR-FRET | HIV-1 gp120 / PG9 antibody interaction | TR-FRET gp120-PG9 antibody binding | inhibition, % at 6.7 µM | 0.43% of 360,000 active | AID 624416, 2012; in the data active = inhibition above about 8.5%
HTRA1 inhibitor = HTRA1 serine protease inhibitors, primary screen, biochemical, fluorescence polarization, HTS; 0.5% of 340,000 active; inhibition, % at 5.96 µM; recombinant HTRA1, FP-rhodamine activity-based probe; AID 504803, 2011; in the data active = inhibition above about 36%;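 also: 0% = enzyme with DMSO and 100% = wells lacking enzyme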
Target sequence (Q92743 whole entry, looked up): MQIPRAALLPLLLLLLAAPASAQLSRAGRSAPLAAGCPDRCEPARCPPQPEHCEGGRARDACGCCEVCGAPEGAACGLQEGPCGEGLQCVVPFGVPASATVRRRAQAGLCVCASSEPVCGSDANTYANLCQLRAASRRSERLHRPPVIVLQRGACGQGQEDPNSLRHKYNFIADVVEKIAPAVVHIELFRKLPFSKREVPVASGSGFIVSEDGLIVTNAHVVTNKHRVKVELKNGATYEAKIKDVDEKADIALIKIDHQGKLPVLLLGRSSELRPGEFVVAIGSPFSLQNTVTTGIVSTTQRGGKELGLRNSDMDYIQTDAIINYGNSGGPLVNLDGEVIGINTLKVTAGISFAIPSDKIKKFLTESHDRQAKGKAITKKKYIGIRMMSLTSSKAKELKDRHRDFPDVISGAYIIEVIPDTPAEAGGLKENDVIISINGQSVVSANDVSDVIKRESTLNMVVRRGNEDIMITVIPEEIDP
UHRF1 binding = UHRF1 methylated DNA binding inhibitors, primary screen, counter-screen for MBD2 inhibitor project, biochemical, TR-FRET, human UHRF1, single concentration; E3 ubiquitin-protein ligase UHRF1 (Homo sapiens), Q96T88; UHRF1 binding to methylated oligo; inhibition, % at 4.4 µM; 0.75% of 370,000 active; AID 687016, 2013; in the data active = inhibition above about 21%;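 also: UHRF1 SRA domain binding a hemimethylated CpG hairpin DNA probe; 0% = median of test compound wells and 100% = reference inhibitor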
* = called active by the depositor; . = not tested or not shown.

Sequence of screens: LEDGF integ inh	UHRF1 binding	MBD2 DNA inh	TCR CD3 inh	Rev-erbA mod	ABHD4 inh	rCAG binder	PG9 binder	PRMT1 inh	HTRA1 inhibitor
1. O=C(O)CN1C(=O)C(=O)N(Cc2ccccc2F)C1=O
  -1.7	3.1	1.2	-0.3	-4.2	-6.0	-0.6	-0.4	4.3	-6.3
2. COCCCNCCOc1ccc(C(C)(C)c2ccccc2)cc1
  4.7	4.4	-0.3	-8.3	-2.6	16.0	0.2	-1.5	2.3	1.4
3. NC(=O)c1c(N)[nH]c(C(=O)c2ccccc2)c1-c1ccc2ccccc2c1
  0.4	0.1	0.5	4.4	0.4	8.0	14.3	-1.4	3.4	.
4. COCCn1c(SCCOc2ccccc2)nc2ccccc2c1=O
  -5.0	3.1	-3.6	2.1	2.2	-5.5	0.0	-0.8	0.3	-17.9
5. CN(C(=O)CN1C(=O)NC2(CCCc3ccccc32)C1=O)C1CCCCC1 (stereo unspecified)
  0.8	2.1	-3.2	-1.9	-0.2	-1.2	-0.4	-1.2	-0.5	11.5
6. COc1ccc(NC(=O)C2CCN(S(=O)(=O)c3cccc4nonc34)CC2)c(OC)c1
  6.9	0.3	0.3	0.9	2.4	-0.5	-2.5	0.1	-7.3	-0.8
7. COc1ccc(N(C)C(=O)CCS(=O)(=O)c2cccc3nsnc23)cc1
  1.0	-2.0	-1.6	5.6	-3.1	6.1	3.9	-0.2	1.2	5.8
8. CC1CCCCN1C(=O)c1ccc(CNC(=O)c2cccc(Br)c2)cc1 (stereo unspecified)
  -0.3	-1.3	3.8	.	-4.8	-4.1	-0.5	.	0.7	.
9. COc1ccc(-c2cc(=O)n(CCC#N)[nH]2)cc1
  42.4*	16.5	17.8*	6.3	-5.1	2.1	13.8	-2.6	3.8	3.5
10. CC(C)c1ccc(NC(=O)CN2C(=O)c3ccccc3S2(=O)=O)cc1
  -4.8	-1.2	2.4	-1.8	8.2	12.5	4.3	-0.3	3.0	-8.0
11. CCOC(=O)c1c(NC(=O)CSc2nnc(-c3cccc(C)c3)n2CC)sc(C(C)=O)c1C
  -2.2	7.1	1.1	1.9	1.7	-10.3	5.1	0.2	-1.9	-37.3
12. CCOc1ccc(N(CC(=O)Nc2ccccc2C(=O)NCc2ccco2)S(C)(=O)=O)cc1
  -0.7	10.5	1.0	7.4	-2.2	-1.2	-2.8	-0.1	-1.7	-6.1
13. Cc1ccc(OCc2nnc(SCC(=O)N3CCOCC3)n2C)cc1
  -4.2	3.4	-1.0	1.0	2.1	-0.2	-5.2	1.1	-1.7	4.1
14. Cc1ccc(S(=O)(=O)NC(CC(=O)NCc2ccco2)c2ccco2)cc1 (stereo unspecified)
  0.4	-1.5	4.3	4.3	-2.8	-2.3	2.2	0.3	-2.5	8.6
15. CCc1ccccc1S(=O)(=O)Cc1ccc(C(=O)NCC2CCCO2)o1 (stereo unspecified)
  -4.0	1.7	2.4	2.4	-0.4	0.0	3.1	0.1	2.9	0.2
16. COc1ccc(-n2c(=S)[nH]c3cc(C(=O)NCc4cccnc4)ccc3c2=O)cc1
  -1.5	0.7	4.9	2.1	-0.4	1.6	-1.9	-0.8	1.4	11.3
17. Oc1cccc(C(=S)N2CCC(Cc3ccccc3)CC2)c1
  -4.3	2.0	1.1	-5.0	-0.3	-11.3	3.1	-0.4	5.0	-12.7
18. O=C1COc2ccc(S(=O)(=O)N3CCCCC3)cc2N1
  1.2	2.5	0.9	-9.8	-4.3	-7.1	3.0	-1.5	-2.4	9.0
19. COc1ccc(S(=O)(=O)N2CCCC(C(=O)N3CCOCC3)C2)cc1OC (stereo unspecified)
  -4.3	-1.6	6.7	-3.1	12.2	5.0	-2.3	-0.4	5.5	9.1
20. CCn1cc(C(=O)O)c(=O)c2cnc(N3CCN(C(=S)NC(=O)c4ccc(F)c(F)c4)CC3)nc21
  1.3	2.4	-5.9	-3.1	-4.6	-5.1	1.9	-2.4	-5.3	2.3

Copied from the listing, 2 compounds:
Sequence of screens: LEDGF integ inh	UHRF1 binding	MBD2 DNA inh	TCR CD3 inh	Rev-erbA mod	ABHD4 inh	rCAG binder	PG9 binder	PRMT1 inh	HTRA1 inhibitor
3. NC(=O)c1c(N)[nH]c(C(=O)c2ccccc2)c1-c1ccc2ccccc2c1
  0.4	0.1	0.5	4.4	0.4	8.0	14.3	-1.4	3.4	.
4. COCCn1c(SCCOc2ccccc2)nc2ccccc2c1=O
  -5.0	3.1	-3.6	2.1	2.2	-5.5	0.0	-0.8	0.3	-17.9

Additional entries.
Sequence of screens: LEDGF integ inh	UHRF1 binding	MBD2 DNA inh	TCR CD3 inh	Rev-erbA mod	ABHD4 inh	rCAG binder	PG9 binder	PRMT1 inh	HTRA1 inhibitor
21. O=C(Nc1ccc(CN2CCCCC2)cc1)Nc1ccc(Br)cc1Cl
  5.5	-1.3	5.7	3.7	-0.7	-1.0	4.0	0.2	-4.5	-6.9
22. Cn1cc(CCC(=O)NC2CC2)c2ccccc21
  2.7	3.0	-1.1	-0.9	-0.9	-4.3	-4.6	-3.0	-2.0	4.0
23. CCCCOc1ccccc1C(=O)NCCCCCC(=O)O
  4.2	2.6	0.3	-2.2	0.0	-3.7	-1.7	-0.7	2.0	-3.7
24. Cc1cccc(OCC(=O)N2CCN(C(=O)COc3ccc(Cl)cc3)CC2)c1
  4.3	1.5	3.9	5.6	-12.3	3.1	-1.0	-1.1	-1.4	-0.6
25. Cc1ccc(-c2nnn(CC(=O)N(c3ccc4c(c3)OCCO4)C(C(=O)NCC3CCCO3)c3ccc(F)cc3)n2)o1 (stereo unspecified)
  -3.2	2.5	1.6	5.1	-8.8	-1.2	-4.9	-1.5	-2.1	-9.6
26. Cc1ccccc1NC(=O)Cn1nnc(C(=O)NCc2ccco2)c1N
  2.4	-0.4	-2.6	4.5	-0.2	-4.6	1.9	0.0	-0.6	0.7
27. NS(=O)(=O)c1ccc(CNC(=O)C2CCCCC2)cc1
  4.1	5.8	-1.6	1.1	2.9	6.6	5.4	-0.8	-2.4	2.1
28. C1=CCC(/C=N/n2cnnc2)CC1 (stereo unspecified)
  -1.8	0.4	2.5	1.8	-3.8	3.1	2.2	0.2	0.1	-1.2
29. Nc1nnc(SCC(=O)c2ccc([N+](=O)[O-])cc2)s1
  -1.7	-3.3	-2.5	-2.5	-0.3	19.2	4.1	-1.0	0.2	10.7
30. NC(=S)NN=C1c2cc(OCCN3CCOCC3)ccc2-c2ccc(OCCN3CCOCC3)cc21
  2.0	4.0	-3.8	0.3	2.7	3.5	-1.1	-8.6	3.5	2.8
31. CCOC(=O)[C@H]1[C@H]2COc3ccccc3[C@@H]2N2C(=O)c3cc(C)ccc3NC(=O)[C@@]12C
  -0.6	-2.1	-0.5	5.3	0.9	-5.0	-5.3	0.3	0.4	-17.9
32. Cc1ccccc1NC(=S)N1CCCCCC1
  2.6	-0.7	-4.6	2.1	3.6	-1.4	1.8	-1.2	0.3	-4.0
33. COc1ccc(Cc2c(N)nc(C)nc2N)cc1
  1.6	-2.4	8.6	0.3	1.0	-3.0	0.3	-0.3	-0.6	.
34. CCN(c1ccccc1)S(=O)(=O)c1ccc(C(=O)NC2CCCCC2)cc1
  -1.3	-1.0	-2.3	2.4	-2.5	4.8	-0.1	-1.8	-1.9	-10.1
35. O=C(CCCN1C(=O)c2cccc3cccc(c23)C1=O)NCc1ccco1
  -2.3	-2.8	-0.4	-3.2	1.4	2.4	1.9	1.0	5.4	-13.0
36. COc1ccc(NC(=O)CC(Cc2ccc(Cl)cc2)C(=O)O)cc1 (stereo unspecified)
  0.7	-0.8	-0.2	-0.9	5.2	0.1	4.4	-0.3	2.7	-4.8
37. NS(=O)(=O)c1ccc(N/N=C/c2ccc(C(=O)O)cc2)c([N+](=O)[O-])c1
  3.1	-7.5	-16.3	0.8	15.7	0.8	5.1	-1.2	0.0	1.7
38. Cn1c(Cc2ccc3c(c2)OCO3)nnc1SCC(=O)NC1CCCC1
  -1.5	0.5	1.9	-3.7	-2.1	-1.4	-7.6	1.9	2.4	.
39. COCCN(C(=O)CNC(=O)c1ccco1)C(C(=O)NC1CCCCC1)c1cccs1 (stereo unspecified)
  0.6	4.0	6.7	0.0	2.8	-12.8	1.2	1.6	6.7	-3.0
40. Cc1ccc(S(=O)(=O)NC2CC(C)(C)NC(C)(C)C2)cc1C
  1.4	1.1	8.2	4.5	4.9	0.8	-4.2	3.7	-0.4	2.4
41. COc1ccc(CCC2(C)OCC(CCCCO)O2)cc1 (stereo unspecified)
  -0.4	0.9	1.2	-3.2	5.1	-0.4	-2.3	-1.2	-1.2	2.6
42. Cc1oc(-c2ccccc2)cc1C(=O)Nc1cccc(C(=O)O)c1
  -1.5	2.1	2.1	-0.9	-6.3	-19.8	19.9	0.2	5.8	-7.5
43. Cn1c(SCC(=O)NCc2ccc(F)cc2)ncc(C(=O)Nc2ccccc2)c1=O
  1.4	2.8	-0.7	6.3	13.4	-0.9	-4.5	8.5	1.7	5.4
44. CCC(C)C(=O)Nc1nc(C)c(-c2csc(Nc3cc(Cl)ccc3OC)n2)s1 (stereo unspecified)
  0.5	-1.4	-3.9	-16.5	-4.4	5.0	31.9	-3.3	3.2	-14.9
45. CCCOC(=O)C(C)n1c(-c2ccccc2)nc2ccccc2c1=O (stereo unspecified)
  -1.9	-1.1	-3.4	-1.0	-7.2	-2.0	-0.9	-0.4	-2.9	0.9
46. CCOC(=O)c1sc(NC(=O)Nc2ccc(Cl)cc2)cc1C
  -4.8	5.0	4.4	-11.4	9.8	-30.9	24.7	0.5	0.8	2.0
47. N#Cc1cccc(NC(=O)COC(=O)CCc2ccc(S(=O)(=O)N3CCOCC3)cc2)c1
  -2.9	6.7	1.5	-4.9	-4.5	-12.6	3.2	2.9	6.7	0.0
48. C=CCn1c(COc2ccc(Cl)cc2)nnc1SCC(=O)NCC(=O)OCC
  1.8	2.2	-0.2	-1.7	-1.9	-2.4	-5.9	1.6	0.5	10.5
49. COc1ccc(/C=C(/NC(=O)c2ccccc2)C(=O)NCCN2CCOCC2)cc1OC
  4.2	-1.4	-7.3	2.9	-5.3	0.5	-0.5	-0.2	-2.3	3.6
50. O=C1CC(c2cccc(Oc3ccccc3)c2)NC(=O)N1 (stereo unspecified)
  1.9	1.3	1.9	-2.1	-1.1	-3.4	0.9	-2.3	-0.6	1.2
51. O=c1ccn([C@@H]2O[C@H](CNS(=O)(=O)c3csc(-c4ccno4)c3)[C@@H](O)[C@H]2O)c(=O)[nH]1
  1.4	-3.2	0.0	-1.7	-4.3	4.9	-0.3	-2.8	-3.1	5.7
52. Cn1nnnc1Sc1ncnc2scc(-c3cccc4c3sc3ccccc34)c12
  -2.0	-0.1	-2.3	5.5	4.2	2.7	2.8	-0.6	0.1	-40.9
53. COCC(C)n1c(C)cc(C(=O)COC(=O)c2ccc3c(c2)NC(=O)CS3)c1C (stereo unspecified)
  -1.0	-1.9	3.2	-1.7	-4.6	3.4	-1.8	-0.7	6.0	-17.7

Bioassay records as filed in PubChem BioAssay.

This is a subset; count on the stated rates, not on these rows.
